PL synth Enamine: phospholipid synthesis inhibitors, CHO cells, primary screen, ZR-82 cells, Enamine library, screen 3; ZR-82 CHO cells, pyrene fatty acid UV survival, CellTiter Blue; peroxisome-deficient CHO-K1 mutant line; plus DGAT-1, DGAT-2 and ACAT inhibitors; calls only at 10 µM; 0.4% of 20,000 active; AID 1347385, 2020;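 active = cell survival signal 2 SD away from solvent-only control wells, confirmed on one or two retests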;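 note: 3 h compound exposure then viability read about one day after UV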
Calls only; i = inactive. An excerpt (hit frequency here may not be typical).

SMILES	PL synth Enamine
NC(=O)c1c(NC(=O)COC(=O)CN2C(=O)CNC2=O)sc2c1CCC2	i
CCN=c1scc(-c2ccc(C)cc2)n1/N=C/c1ccc(C(F)(F)F)cc1	i
OCCSc1ncnc2sccc12	i
O=S(=O)(/C=C/c1ccccc1)N1CCN(c2nc(-c3ccccc3)nc3ccccc23)CC1	i
O=[N+]([O-])c1ccc(C2=Nn3c(nnc3-c3ccccc3)SC2)cc1	i
O=C(OCc1cc(=O)n2cc(Br)ccc2n1)[C@@H]1CCCN1C(=O)c1cccs1	i
Nc1nc(SCC(=O)NC2CCCCC2)nc2sc3c(c12)CCCC3	i
Nc1nc2ccc(S(N)(=O)=O)cc2s1	i
CCn1c(C)cc(C(=O)Cn2cnc3sc(C)c(C)c3c2=O)c1C	i
c1ccc(-c2nc(-c3ccc4c(c3)OCCO4)[nH]c2-c2ccccc2)cc1	i
O=C1NC2(CCCC2)C(=O)N1CCS(=O)(=O)Oc1ccc(Cl)cc1Cl	i
C/C=C/C(=O)OCC(=O)NC(=O)NC(C)(C)C	i
C=CCn1c(SCC(=O)N2CCCC2)nc2sc3c(c2c1=O)CCCC3	i
COc1cc(-c2nnc(CSc3cccc[n+]3[O-])o2)cc(OC)c1OC	i
COc1cc(-c2nnc(CSc3nnnn3C)o2)cc(OC)c1OC	i
COc1ccc(OCc2n[nH]c(=S)n2Cc2ccco2)cc1	i
Nc1nc(-c2ccc(Br)s2)cs1	i
Cc1[nH]nc2c1C(c1ccsc1)C1=C(CC(C)(C)CC1=O)N2 (stereo not given)	i
C(=C\c1ccc2ccccc2n1)/c1ccsc1	i
CC1Cc2ccccc2N1S(=O)(=O)c1cc(Br)ccc1Br (stereo not given)	i
CNc1snc(C)c1C(=O)OC(C)C(=O)NC1CCCC1 (stereo not given)	i
Cc1nnc(SCc2cc(=O)oc3cc(C)c(C(C)C)cc23)s1	i
Cc1cc2ncn(S(=O)(=O)c3ccc(F)cc3)c2cc1C	i
CCCCNC(=S)N/N=C/c1c(CO)cnc(C)c1O	i

In another format: 18 of the compounds above.
| Molecule | PL synth Enamine |
| --- | --- |
| Nc1nc(SCC(=O)NC2CCCCC2)nc2sc3c(c12)CCCC3 | i |
| Nc1nc2ccc(S(N)(=O)=O)cc2s1 | i |
| CCn1c(C)cc(C(=O)Cn2cnc3sc(C)c(C)c3c2=O)c1C | i |
| c1ccc(-c2nc(-c3ccc4c(c3)OCCO4)[nH]c2-c2ccccc2)cc1 | i |
| O=C1NC2(CCCC2)C(=O)N1CCS(=O)(=O)Oc1ccc(Cl)cc1Cl | i |
| C/C=C/C(=O)OCC(=O)NC(=O)NC(C)(C)C | i |
| C=CCn1c(SCC(=O)N2CCCC2)nc2sc3c(c2c1=O)CCCC3 | i |
| COc1cc(-c2nnc(CSc3cccc[n+]3[O-])o2)cc(OC)c1OC | i |
| COc1cc(-c2nnc(CSc3nnnn3C)o2)cc(OC)c1OC | i |
| COc1ccc(OCc2n[nH]c(=S)n2Cc2ccco2)cc1 | i |
| Nc1nc(-c2ccc(Br)s2)cs1 | i |
| Cc1[nH]nc2c1C(c1ccsc1)C1=C(CC(C)(C)CC1=O)N2 (stereo not given) | i |
| C(=C\c1ccc2ccccc2n1)/c1ccsc1 | i |
| CC1Cc2ccccc2N1S(=O)(=O)c1cc(Br)ccc1Br (stereo not given) | i |
| CNc1snc(C)c1C(=O)OC(C)C(=O)NC1CCCC1 (stereo not given) | i |
| Cc1nnc(SCc2cc(=O)oc3cc(C)c(C(C)C)cc23)s1 | i |
| Cc1cc2ncn(S(=O)(=O)c3ccc(F)cc3)c2cc1C | i |
| CCCCNC(=S)N/N=C/c1c(CO)cnc(C)c1O | i |

Going on with the list.
SMILES	PL synth Enamine
Cc1ccc(-n2c(-c3ccc(Br)cc3)c[n+]3c2CCc2ccc4cccnc4c2-3)cc1	i
c1cncc(-c2nc(NCC3CCCCC3)c3c4c(sc3n2)CCCC4)c1	i
CS(=O)(=O)c1ccc2nnn(OCC(=O)Nc3ccc(Br)cc3Br)c2c1	i
CC1(C)CC2CC(C)(CN2P2(=O)C=C(c3ccccc3)OC(c3ccccc3)=C2)C1 (stereo not given)	i
CCOC(=O)c1sc(N=CN(C)C)nc1C	i
CC1(C)C2CC=C(/C=N/NC(=O)C(N)=O)C1C2 (stereo not given)	i
NC1=NC(=Nc2ccccc2)c2ccccc21	i
CCOc1ccc(-[n+]2c(C)cc(C=C3Sc4ccccc4N3CC)cc2C)cc1	i
Nc1sc2c([n+]1CCCS(=O)(=O)[O-])CCCC2	i
OCCOc1cc(Br)c(Br)cc1OCCO	i
COc1ccc(N)cc1Oc1ccc([N+](=O)[O-])cc1	i
CC1CCN(C(=O)CN2C(=O)NC3(CCC(C)CC3)C2=O)CC1 (stereo not given)	i
CC1CCc2c(sc3ncnc(NC(C)C)c23)C1 (stereo not given)	i
Cc1nc(Sc2nnnn2C2CCCC2)c2c(C)c(C)sc2n1	i
Fc1ccc(-c2cc3ncnc(NC4CC4)c3s2)cc1	i
CC1CCc2sc(C(=O)N/N=C/C3CCCCC3)cc2C1 (stereo not given)	i
CCOC(=O)N1CCC(C(=O)O)CC1	i
CCC(C)Cc1c(C)sc2nc(CSc3nnc(C4CC4)n3C)[nH]c(=O)c12 (stereo not given)	i
CS(=O)(=O)Nc1ccc(S(=O)(=O)N2CCCCC2)cc1	i
NC(=O)C1CCCCN1C(=S)NC1CCCCC1 (stereo not given)	i
NC(=S)N=Nc1c2[nH]c3ccccc3nc-2c2ccccc12	i
CCCCCCCCCCCCN/C=C/C(=O)C(F)(F)F	i
CS(=O)(=O)N1CCN(c2ccc([N+](=O)[O-])c(N3CCc4ccccc4C3)c2)CC1	i
c1csc(Cc2nnc(SCc3nc(-c4ccsc4)no3)n2C2CC2)c1	i
CN(C)P(=NC(=S)Nc1ccccc1)(N(C)C)C12CC3CC(CC(C3)C1)C2	i
C=CCNC(=O)NC1(C)CCS(=O)(=O)C1 (stereo not given)	i
CS(=O)(=O)c1ccc(F)cc1	i
c1ccc2[nH]c(-c3ccc(Sc4nnnn4C4CCCC4)nc3)nc2c1	i
CCOC(=O)c1cnn(C)c1N	i
O=C(C1=C(O)C(=O)N(c2nncs2)C1c1cccs1)c1cccs1 (stereo not given)	i
COc1ccc(S(=O)(=O)N(C)C)cc1NS(=O)(=O)c1c(F)cc(F)cc1Br	i
CC(=O)Nc1nc(COC(=O)c2[nH]c(C)c(C(=O)OC(C)C)c2C)cs1	i
CCNC(=O)NC(=O)C(C)OC(=O)C1CSC2(C)CCC(=O)N12 (stereo not given)	i
Fc1ccc(NC(=S)NNC(=S)Nc2ccc(OC(F)F)cc2)c(F)c1	i
Nc1c(Br)cc(Br)cc1[N+](=O)[O-]	i
Cc1ccc(C)c(NC2=NCCC2)c1	i
O=[N+]([O-])c1ccc(/C=N/Nc2ncc(C(F)(F)F)cc2Cl)o1	i
O=c1c2ccccc2nnn1CSc1nc2ccccc2o1	i
S=c1[nH]nc(-c2ccc(Cl)cc2Cl)n1/N=C/c1ccc(Br)s1	i
COCc1nc(OC)c2c(C)c(C(=O)NC3CCCC3)sc2n1	i
O=C(COC(=O)Cn1cc(C(F)(F)F)ccc1=O)NC(=O)NC1CCCC1	i
S=C1Cc2ccccc2N1	i
Brc1cc2c(cc1CSc1nnc(-c3cccs3)n1C1CC1)OCO2	i
O=[N+]([O-])c1cccnc1Sc1nc2ccc(Cl)cc2[nH]1	i
O=S(=O)(Nc1ncccn1)c1ccc(NC(=S)Nc2ccc(Cl)c(Cl)c2)cc1	i
O=C1COc2ccc(C3=Nn4c(nnc4-c4sc5ccccc5c4Cl)SC3)cc2N1	i
CC(=O)Nc1nncs1	i
CCCCS(=O)(=O)Nc1nccs1	i

Random excerpt: 2 records from the list
SMILES	PL synth Enamine
S=C1Cc2ccccc2N1	i
O=c1c2ccccc2nnn1CSc1nc2ccccc2o1	i

(more compounds)
SMILES	PL synth Enamine
NC(CSC12CC3CC(CC(C3)C1)C2)C(=O)O (stereo not given)	i
O=C(CC12CC3CC(CC(C3)C1)C2)NNC(=O)C1CC1	i
Nc1ccccc1P(=O)(c1ccccc1)c1ccccc1	i
CN=c1sc(C(=O)NC)c(C)n1C	i
O=[N+]([O-])c1ccc(C2=C(c3nc4ccccc4[nH]3)Sc3ccccc3N2)cc1	i
Cn1cnc2c1c(=O)n(CC(=O)N1CCN(S(=O)(=O)c3cccs3)CC1)c(=O)n2C	i
CCOC(=O)Cc1n[nH]c(=S)n1C	i
c1ccc2c(Cn3nnc4ccccc43)cccc2c1	i
Cc1ccc(C=Nc2c(F)c(F)c(F)c(F)c2F)s1	i
O=C(CSc1nnc(C2CC2)n1C1CC1)N1N=C(c2cccs2)CC1c1cccs1 (stereo not given)	i
N=C(N)c1c(Cl)cccc1Cl	i
Cc1ccc(/C=C/C(=O)N2CCN(C(=O)c3ccco3)CC2)o1	i
O=C(CCSCCC(=O)N1CCOCC1)N1CCOCC1	i
COC(=O)CSc1nc2sc3c(c2c(=O)n1CC1CCCO1)CCCC3 (stereo not given)	i
CC1CCC2(CC1)NC(=O)N(CN1CCCCC1C)C2=O (stereo not given)	i
c1ccc(C(Sc2ccc3c(c2)OCCO3)c2ccccc2)cc1	i
COc1cc(-c2nnc(SCc3cc(=O)n4ccsc4n3)o2)cc(OC)c1OC	i
COc1ccc(OC)c(NC(=S)NCCN2CCOCC2)c1	i
O=C(OCc1cc(=O)n2cc(Br)ccc2n1)c1cnccn1	i
CCC(C)Cn1c(CC(C)(C)C)nc2ccccc21 (stereo not given)	i
CS(=O)(=O)N(c1ccc(F)cc1)C1C=CS(=O)(=O)C1 (stereo not given)	i
c1ccc(C(Sc2ncnc3sc4c(c23)CCC4)c2ccccc2)cc1	i
O=c1ccc(S(=O)(=O)N2CCCC2)cn1CN1CCCC1c1cccs1 (stereo not given)	i
OC(CN1CCCC1)Cn1c2ccc(Cl)cc2c2cc(Cl)ccc21 (stereo not given)	i
Cc1ccc(-c2n[nH]c(=S)c3ccccc23)cc1	i
S=c1[nH]nc(-c2ccncc2)n1-c1ccc(Cl)cc1	i
Oc1ccccc1N1CCN(Cn2c(=S)oc3ccccc32)CC1	i
CCOC(=O)CSCC1=C(C(=O)OCC)CNC(=O)N1	i
O=C(O)C(CCCCNS(=O)(=O)c1ccc(F)cc1)NS(=O)(=O)c1ccc(F)cc1 (stereo not given)	i
CCCCN=C(C)c1c(O)n(CC)c(=S)n(CC)c1=O	i
Nc1nc2ncccn2n1	i
COc1ccc2c(c1)CCc1c-2[nH]c2ccccc12	i
O=S(=O)(Nc1cccnc1)c1ccc(Cl)c(Cl)c1	i
COc1cc(OC)cc(-c2nc(=S)n3ccsc3n2)c1	i
CCOC(=O)c1sc2nc(CNC(C)C)nc(NC(C)C)c2c1C	i
Cc1c(C(C)(C)C)sc(=NS(=O)(=O)c2ccc(Cl)cc2)n1C	i
COC(=O)c1ccc(C2C3=C(Nc4nnnn42)C(C2CCCCC2)CCC3)cc1 (stereo not given)	i
CC(C)(C)OC(=O)NN=C1CCCC1	i
c1ccc([P+](Cc2ccc3ccccc3c2)(c2ccccc2)c2ccccc2)cc1	i
O=S(=O)(c1ccc(Br)cc1Br)N1CCCCC1	i
Cc1ccc(C2=CC(c3cccc4ccccc34)n3ncnc3N2)cc1 (stereo not given)	i
O=C1C(c2cccc(Br)c2)=Nc2ccccc21	i
CCN(CC)C(=O)CN1C(=O)NC2(CCCCCC2)C1=O	i
CN(/C=C/C=C1\CC/C(=C\C=C\N(C)c2ccccc2)C1=O)c1ccccc1	i
CN1/C(=C2\C=NN(c3ccccc3)P2(=O)N2CCCC2)C(C)(C)c2ccccc21 (stereo not given)	i
CN(Cc1ccc2c(c1)OCCO2)S(=O)(=O)c1ccc(C(F)(F)F)cc1	i
O=C(CN1C(=O)C2CC=CCC2C1=O)N1CCN(Cc2nc3sc4c(c3c(=O)[nH]2)CCCC4)CC1 (stereo not given)	i
CCCn1c(SC(C)C(=O)NC2CCCC2)n[nH]c1=O (stereo not given)	i
O=P1(NCc2ccccc2)C=C(c2ccccc2)OC(c2ccccc2)=C1	i
CCCCn1c(N)c(N(CC(C)C)C(=O)NCC)c(=O)[nH]c1=O	i
CSc1cccc(NS(=O)(=O)c2ccccc2)c1	i
Fc1ccc(C=Nc2ccc(Cl)c(C(F)(F)F)c2)cc1F	i
CN(C)C=NS(=O)(=O)c1ccc(Cl)cc1	i
Cc1noc(C)c1COC(=O)/C(=C/c1cccs1)c1cccs1	i
O=C(CSc1ncnc2sccc12)N(C1CCCCC1)C1CCCCC1	i
CCSc1nnc(SCC(=O)c2c(N)n(C)c(=O)n(C)c2=O)s1	i
CCN(CC)P1(=Nc2ccccc2C)/C(=C2\N(C)c3ccccc3C2(C)C)C=NN1C (stereo not given)	i
Cc1cc(I)ccc1N=C/C=C1\N(C)c2ccccc2C1(C)C	i
O=C(CSc1nnc(Cc2cccs2)n1C1CC1)NC(=O)NC1CCCC1	i
CCN(CC)S(=O)(=O)c1ccc2oc(=S)[nH]c2c1	i
(list continues)
SMILES	PL synth Enamine
O=C(COC(=O)C12CC3CC(CC(Br)(C3)C1)C2)c1cc2c3c(c1)CC(=O)N3CCC2	i
Cc1cc(-n2c(C)cc(C(=O)CN3C(=O)C(=O)N(C4CCCC4)C3=O)c2C)no1	i
Cc1ccc(C2C3=C(CC(C)(C)CC3=O)Nc3nc(-c4cccs4)nn32)o1 (stereo not given)	i
CN1CCN(C(=S)NC(=O)c2ccco2)CC1	i
CCC(C)NC(=O)CSc1nnc(-c2ccoc2C)o1 (stereo not given)	i
Cn1c(-c2ccccc2)cn2c(-c3ccccc3)c(-c3ccccc3)nc12	i
Cc1nn(CC(=O)N(C(C)C)C(C)C)c(C)c1S(=O)(=O)N(C)C	i
O=C1Nc2c(Cl)cc(Cl)cc2/C1=N\n1cnc2sc3c(c2c1=O)CCCC3	i
Cc1cc(C(=O)CN2C(=O)NC3(CCC(C(C)(C)C)CC3)C2=O)c(C)n1-c1nccs1 (stereo not given)	i
O=C(CCn1c(=O)oc2ccccc21)N1CCc2ccccc21	i
OCc1nc2ccccc2[nH]1	i
CC12CCC3c4ccc(O)cc4CCC3C1CCC2=O (stereo not given)	i
O=C(O)CCn1c(=O)oc2cc(Cl)ccc21	i

Screening data from PubChem.
